Assay outcomes (PubChem BioAssay)
Pf growth 96h: P. falciparum growth inhibition at 96 hours. P. falciparum luciferase reporter growth, 96 h. Potency, µM (doses to about 28.7 µM), inactives show top-dose activity change, negative = inhibition, usual class: inhibitors. actives 6.9% (n = 320,000); also: potency is read from the fitted curve at half-maximal effect; % is scaled to controls: 0 for no effect and ±100 for the full control effect
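Cell-based qHTS: luciferase-tagged P. falciparum in erythrocytes (2% hematocrit, 0.05% parasitemia final) incubated with compounds for 96 hours, 37 C, 5% CO2; luciferase detection reagent then added and luminescence measured.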
TbPYK inhibitor: T. brucei pyruvate kinase inhibition; Q57TT1; TbPYK enzyme, Kinase-Glo Plus ATP luminescence, 45 min; Potency, µM (doses to about 76.8 µM), for inactives: top-dose activity, negative = inhibition, hits mostly inhibitors; actives 0.12% (n = 410,000); also: potency is read from the fitted curve at half-maximal effect; % is scaled to controls: 0 for no effect and ±100 for the full control effect; nearly all actives have a fitted effect of over 50% in size
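T. brucei PYK with substrate was exposed to pin-transferred compounds across a concentration series, then started with 130 uM ADP (final). After 45 min at room temperature, Kinase-Glo Plus luminescence was read, normalized and curve-fitted.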
AmpC no deterg: inhibitors of E. coli AmpC beta-lactamase without detergent. P00811. AmpC nitrocefin hydrolysis, absorbance 480 nm, 0.0001% Triton. Potency, µM (highest dose often 57.1 µM), for the others: at the top dose activity change, negative = inhibition, usual class: inhibitors. actives 0.52% (n = 330,000). AID 485341;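 also: potency is read from the fitted curve at half-maximal effect; plate controls were no compound for no effect and no enzyme for full effect; nearly all actives have a fitted effect of over 20% in size; some results filed as inactive show a strong effect at the top dose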
Target sequence (P00811 whole entry, looked up): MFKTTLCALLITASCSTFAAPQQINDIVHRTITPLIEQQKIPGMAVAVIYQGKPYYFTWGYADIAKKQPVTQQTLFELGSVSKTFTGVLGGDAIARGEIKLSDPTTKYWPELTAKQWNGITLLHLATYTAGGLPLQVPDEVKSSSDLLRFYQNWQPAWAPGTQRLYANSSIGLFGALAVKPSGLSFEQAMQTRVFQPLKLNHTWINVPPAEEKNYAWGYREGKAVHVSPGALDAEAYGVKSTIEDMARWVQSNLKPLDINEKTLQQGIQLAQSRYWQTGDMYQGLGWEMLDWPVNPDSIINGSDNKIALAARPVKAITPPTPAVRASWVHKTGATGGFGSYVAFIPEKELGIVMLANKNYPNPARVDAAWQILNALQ
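AmpC (5.3 nM in the dispensed reagent) in 20 mM phosphate pH 7.0 with 0.01% (detergent screen) or 0.0001% Triton X-100 was preincubated with compounds for 15 min at room temperature. Nitrocefin was then added from an 800 uM solution, and hydrolysis was followed at 480 nm.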
Shiga toxin inh: inhibitors of Shiga toxin in Vero cells | Vero cells, Shiga toxin protein synthesis inhibition reporter | inhibition, % at 38.7 µM | actives 9.2% (n = 290,000) | AID 2315; in the data active = inhibition mostly above about 28%, no sharp cut-off; inactive = mostly below about 43%; also: 0% is about no effect
LmPK inhibitor: blocks Leishmania mexicana pyruvate kinase activity; purified LmPK, Kinase-Glo ATP luminescence, 1 h; Potency, µM (titrated, usually from 57.5 µM), for inactives: at the top dose activity change, negative = inhibition, actives largely listed as inhibitors; actives 0.37% (n = 290,000); AID 1721; also: potency is read from the fitted curve at half-maximal effect; % is scaled to controls: 0 for no effect and ±100 for the full control effect
Target sequence (Q27686 whole entry, looked up): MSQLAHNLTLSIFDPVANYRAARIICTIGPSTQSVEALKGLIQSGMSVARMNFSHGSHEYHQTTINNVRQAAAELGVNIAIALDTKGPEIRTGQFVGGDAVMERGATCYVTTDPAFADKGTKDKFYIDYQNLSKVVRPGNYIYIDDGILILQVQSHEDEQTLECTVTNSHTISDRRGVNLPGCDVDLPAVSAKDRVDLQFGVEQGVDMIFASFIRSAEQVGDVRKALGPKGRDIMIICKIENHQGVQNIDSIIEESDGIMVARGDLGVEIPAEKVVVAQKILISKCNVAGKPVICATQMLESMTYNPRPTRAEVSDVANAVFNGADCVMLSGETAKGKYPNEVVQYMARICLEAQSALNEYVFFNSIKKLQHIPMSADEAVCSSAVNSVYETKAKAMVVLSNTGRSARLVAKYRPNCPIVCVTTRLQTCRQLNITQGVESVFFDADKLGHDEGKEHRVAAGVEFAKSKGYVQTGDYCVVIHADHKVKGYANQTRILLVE
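Pyruvate kinase activity monitored as ATP production (luciferase luminescence). Conditions: 0.1 nM enzyme, 0.5 mM PEP, 0.1 mM ADP, 1 h, RT; normalized against uninhibited and no-enzyme wells.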
CHX counter: counter-screen hit for Shiga toxin inhibitors, cycloheximide; cell reporter, cycloheximide protein synthesis inhibition counterscreen; max response, %; actives 12% (n = 300,000); in the data active = max response mostly above about 13%, no sharp cut-off; inactive = mostly below about 14%; also: read at 38.3 µM for the half of the compounds with a filed dose; 0% is about no effect
Pf growth 48h: P. falciparum growth inhibition at 48 hours (one generation). P. falciparum luciferase growth in erythrocytes, 48 h. Potency, µM (titrated, usually from 28.7 µM), inactives show top-dose activity change, negative = inhibition, actives largely listed as inhibitors. actives 5.9% (n = 310,000). AID 504832; also: potency is read from the fitted curve at half-maximal effect; % is scaled to controls: 0 for no effect and ±100 for the full control effect
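First compound was added to culture medium, then infected red cells at 0.1% parasitemia and 2% hematocrit (final). After incubation at 37 C under 5% CO2, luciferase detection reagent was dispensed and light output recorded.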
Starred values were filed as active, the others as inactive; ? = inconclusive; nt = no result given; [ ] = dose if it differs, or a comment. Unless noted, calls follow the shape of the dose curve; as a rule, active = well fitted curve in the direction sought with a large enough effect; inconclusive = small, poorly fitted or top-dose-only effect, or another doubt; inactive = no such curve, though single readings can be large; an effect the other way counts as inactive or inconclusive.

SMILES	Pf growth 96h	TbPYK inhibitor	AmpC no deterg	Shiga toxin inh	LmPK inhibitor	CHX counter	Pf growth 48h
CCOC(=O)NC(=O)CSc1nc(C)cc(C)c1C#N	9.28µM*	-0.4%	-14.1%	16.8	-1.1%	21.9	148.4%[activator]
Fc1ccccc1NC(=S)Nn1cnnc1	15.5%	-20.0%	-11.4%	-8.5	-7.2%	3.4	0.0%
CCOC(=O)C1CCN(C(=O)c2cc(S(=O)(=O)N(C)C)ccc2N2CCCC2)CC1	?	2.7%	71.7%[activator]	-2.4	-1.3%	-1.5	?
O=S(=O)(NCCc1ccc(Cl)cc1)c1cccs1	30.8%[activator]	0.2%	-26.7%	10.5	-2.1%	7.8	20.8%
Cc1ccc[n+](CC(=O)Nc2ccc(C)c(C)c2)c1	?	1.6%	-6.3%	-9.7	2.9%	-2.4	-11.5%
O=C(Cn1nc(-c2ccccc2)c2ccccc2c1=O)Nc1ccc2c(c1)nc1n2CCOC1	?	0.8%	110.0%[activator]	29.5	3.4%	11.4	-28.7%
CCN(CC)S(=O)(=O)c1ccc(/C=C/C(=O)OCC(=O)c2c(N)n(C)c(=O)n(C)c2=O)cc1	?	2.1%	88.4%[activator]	18.9	0.4%	1.2	?
O=C(Nc1ccc2c(c1)OCO2)c1cccc2c1C(=O)N(C1CCCCC1)C2	nt	4.0%	-18.8%	5.7	-2.8%	9.5	-16.8%
Clc1ccc(C(Cl)(Cl)Cl)c(Cl)c1	0.0%	1.7%	-16.6%	nt	nt	nt	3.3%
Cc1ccc(CSCc2ccc(C(=O)NC3CCCC3)o2)cc1	-5.3%	3.1%	-2.5%	6.0	0.3%	1.8	?

Complete entries, looked up by structure:
Entry for O=C(Nc1ccc2c(c1)OCO2)c1cccc2c1C(=O)N(C1CCCCC1)C2 : Pf growth 96h = nt; TbPYK inhibitor = 4.0%; AmpC no deterg = -18.8%; Shiga toxin inh = 5.7; LmPK inhibitor = -2.8%; CHX counter = 9.5; Pf growth 48h = -16.8%
Entry for CCN(CC)S(=O)(=O)c1ccc(/C=C/C(=O)OCC(=O)c2c(N)n(C)c(=O)n(C)c2=O)cc1 : Pf growth 96h = ?; TbPYK inhibitor = 2.1%; AmpC no deterg = 88.4%[activator]; Shiga toxin inh = 18.9; LmPK inhibitor = 0.4%; CHX counter = 1.2; Pf growth 48h = ?

Other records follow:
SMILES	Pf growth 96h	TbPYK inhibitor	AmpC no deterg	Shiga toxin inh	LmPK inhibitor	CHX counter	Pf growth 48h
COc1ccccc1/C=N/OCc1ccc(C#N)cc1	39.8%[activator]	6.0%	-17.8%	28.2	1.5%	5.0	11.4%
CC1CCN(CCCNC(=O)c2cn(C)c3ccc(S(=O)(=O)N4CCCC4)cc3c2=O)CC1	5.8%	4.8%	-1.5%	7.3	4.9%	4.1	11.7%
Cc1ccc(N=Cc2ccc(N(C)C)cc2)cc1C	?	-5.2%	-9.4%	23.3	-4.5%	10.3	15.7%
COc1cc2ncnc(NCc3cc(F)ccc3F)c2cc1OC	?	-3.9%	-35.5%	-9.8	2.6%	-5.9	?
C=CCNC(=O)c1cc2sccc2n1C	33.1%[activator]	-0.1%	-2.5%	18.9	6.8%	17.9	16.4%
CC(=O)Nc1ccc(NS(=O)(=O)c2cccc3nonc23)cc1	28.6%	-3.2%	-20.8%	14.8	1.5%	-4.3	24.9%
Cc1ccc(S(=O)(=O)N2CCOCC2)cc1NC(=O)COc1ccc(-c2nnco2)cc1	-1.2%	11.7%	21.8%	-26.9	6.1%	-1.7	17.3%
Clc1ccc(OCc2noc(-c3ccsc3)n2)c(Cl)c1	nt	-1.2%	?	130.2*	-8.1%	49.8*	92.0%[activator]
O=C(Nc1ccc(N2CCOCC2)cc1)c1ccc(Cl)c(S(=O)(=O)N2CCCCC2)c1	?	0.0%	2.4%	nt	nt	nt	10.4µM*
O=C(NC1CC1)C1=C[C@H](c2ccccc2)C[C@H](OCc2ccc(CO)cc2)O1	?	-11.5%	37.9%	19.3	3.4%	-0.2	8.1%
O=C(NN=C1CCCCCC1)c1cc2ccccc2cc1O	4.7%	-6.3%	-47.6%	17.7	1.3%	7.6	?
CN(Cc1nc2ccccc2[nH]1)Cc1nc(CC2CC2)no1	9.2%	12.5%	-3.9%	30.9	0.9%	16.2*	41.2%[activator]
COc1cc(C(=S)N2CCOCC2)ccc1OC(=O)c1cccc(C)c1	15.5%	-2.8%	51.4%	2.5	0.2%	3.2	11.0%
CCCNS(=O)(=O)c1cccc(C(=O)NC2CCCc3ccccc32)c1 (stereo not drawn)	-20.1%	1.3%	-29.6%	-21.1	0.8%	-1.2	nt
O=C(OCc1ccccc1F)c1cnc(Cl)c(Cl)c1	7.2%	-5.9%	-32.0%	-6.9	0.4%	0.6	3.4%
CC(=O)N1CCC(C(=O)N2CCN(S(=O)(=O)c3ccc(F)cc3)CC2)CC1	53.5%[activator]	-3.8%	16.3%	-2.6	-10.0%	2.4	19.1%
CCOC(=O)CSc1n[nH]c(=O)n1CCc1ccccc1	10.4%	3.3%	-11.4%	-3.7	-1.7%	-6.0	-9.5%
C=CCN1C(=O)C(CC(=O)O)SC1=Nc1ccc(C(=O)O)cc1 (stereo not drawn)	14.8%	-2.1%	-28.5%	-4.8	-0.2%	10.0	-25.3%
CSc1c(-c2ccccn2)c(N)nn1C(=O)C1CC1	28.6%	5.8%	-34.7%	27.4	-0.5%	10.6	9.7%
O=C1Nc2ccccc2C(=O)N2[C@H](c3cccc(Br)c3)[C@@H]3C(=O)N(Cc4ccccc4)C(=O)[C@@H]3[C@H]12	-27.9%	4.7%	-41.8%	-3.0	0.6%	1.9	-29.2%
O=C(/C=C/Nc1ccc(Cc2ccc(N/C=C/C(=O)C(F)(F)F)cc2)cc1)C(F)(F)F	-28.5%	-5.7%	-46.9%	22.6	-0.5%	13.1	6.2%
CCOC(=O)N1CCN(C(=O)CN(c2cc(C(F)(F)F)ccc2Cl)S(C)(=O)=O)CC1	6.7%	-9.9%	28.5%	-7.9	0.1%	-2.2	-8.5%
CCc1ccc(NC(=O)Nn2cnnc2)cc1	24.1%	-1.8%	-7.6%	24.1	0.9%	17.4*	4.2%
CC1CN(C(=O)CCC(=O)NCCCN2C(C)CCCC2C)c2ccccc2O1 (stereo not drawn)	42.3%[activator]	-0.5%	-3.0%	1.1	0.1%	-1.7	-17.6%
O=C(NCCC1=CCCCC1)C1COc2ccccc2O1 (stereo not drawn)	-8.0%	-4.8%	1.2%	53.5*	2.8%	19.9*	23.9%
Cc1ccc(C)c2[nH]c(=O)c(CN(Cc3ccco3)C(=O)Nc3ccccc3)cc12	?	-1.2%	-20.5%	-7.7	0.3%	16.3	11.7µM*
Cc1ccc(-c2nnnn2C2C/C(=N\NC(N)=S)C3OCC2O3)cc1 (stereo not drawn)	?	-17.3%	-29.1%	39.2	1.2%	19.9*	8.4%
O=C(Nc1ccc(Nc2ccccc2)cc1)c1cc([N+](=O)[O-])ccc1Cl	?	-3.7%	-56.7%	-9.0	0.0%	-3.1	?
COCCn1cnc2c1c(=O)n(Cc1ccccc1C#N)c(=O)n2Cc1ccccc1	-13.7%	1.8%	93.7%[activator]	-12.3	7.7%	-3.8	?
Cc1cccc(NC(=O)c2cccc(C(=O)Nc3cccc(C)n3)c2)n1	70.5%[activator]	-1.9%	-19.0%	6.9	-6.5%	-2.1	2.4%
O=c1[nH]c2ccccc2c(O)c1-c1ccccc1	68.7%[activator]	3.2%	-13.3%	-1.4	4.1%	-0.5	4.0%
COc1cccc(OCCOc2ccc(/C=C3\C(=N)N4N=C(S(C)(=O)=O)SC4=NC3=O)cc2OC)c1	56.5%[activator]	-7.2%	-30.7%	25.7	-2.9%	6.6	?
O=C1CCC(C(=O)N2CCCC(C(=O)c3ccc4ccccc4c3)C2)=NN1 (stereo not drawn)	-11.0%	5.2%	40.3%	19.3	-10.8%	2.0	5.5%
CC(NS(=O)(=O)c1ccc(Cl)c(Cl)c1)C(=O)OCC(=O)N1CCCCCC1 (stereo not drawn)	-9.7%	-2.6%	58.4%	nt	nt	nt	0.4%
CC(C)NS(=O)(=O)c1ccc(Oc2ncc(C(F)(F)F)cc2Cl)cc1	40.0%[activator]	0.2%	?	-0.7	-0.4%	-1.8	14.9%
COc1ccc(S(=O)(=O)N(C)CC(=O)NCCC2=CCCCC2)cc1	31.7%[activator]	0.3%	57.0%	13.2	3.0%	-3.8	-2.4%
CC(=O)Nc1ccc(NC(=O)C2CCN(C(=O)c3ccc([N+](=O)[O-])cc3)CC2)cc1	?	-1.3%	-14.3%	-7.4	-0.1%	-3.8	-0.7%
CCCNC(=O)COC(=O)c1ccc(OCC(=O)Nc2ccccc2OC)c(OC)c1	-13.1%	-5.5%	-9.2%	18.8	-2.0%	2.1	nt
c1ccc(-c2csc3ncnc(NCCN4CCOCC4)c23)cc1	?	2.1%	43.3%	-20.6	-1.0%	-3.2	?
Nc1nc2c(Cl)cc(Cl)cc2s1	39.4%[activator]	1.1%	-29.3%	39.7	-16.2%[11.5 µM]	17.9	19.7%
Cc1cccc(Sc2nc(-c3ccccc3)ccc2C#N)c1	?	2.5%	-22.5%	-10.9	6.7%	9.0	-12.9%
CC1Cc2cc(S(=O)(=O)CCC(=O)NCc3ccco3)ccc2N1C(=O)C1CC1 (stereo not drawn)	?	-6.3%	3.8%	-8.9	5.8%	-5.7	-9.8%
COc1cc2c(cc1NC(=O)C(C)OC(=O)c1ccc(S(=O)(=O)Nc3ccccc3Cl)cc1)oc1ccccc12 (stereo not drawn)	5.22µM*	0.0%	-46.8%	31.3*	5.5%	24.1*	?

Structures shown so far that contain an aryl methoxy group (seven):
SMILES	Pf growth 96h	TbPYK inhibitor	AmpC no deterg	Shiga toxin inh	LmPK inhibitor	CHX counter	Pf growth 48h
COc1ccccc1/C=N/OCc1ccc(C#N)cc1	39.8%[activator]	6.0%	-17.8%	28.2	1.5%	5.0	11.4%
COc1cc2ncnc(NCc3cc(F)ccc3F)c2cc1OC	?	-3.9%	-35.5%	-9.8	2.6%	-5.9	?
COc1cc(C(=S)N2CCOCC2)ccc1OC(=O)c1cccc(C)c1	15.5%	-2.8%	51.4%	2.5	0.2%	3.2	11.0%
COc1cccc(OCCOc2ccc(/C=C3\C(=N)N4N=C(S(C)(=O)=O)SC4=NC3=O)cc2OC)c1	56.5%[activator]	-7.2%	-30.7%	25.7	-2.9%	6.6	?
COc1ccc(S(=O)(=O)N(C)CC(=O)NCCC2=CCCCC2)cc1	31.7%[activator]	0.3%	57.0%	13.2	3.0%	-3.8	-2.4%
CCCNC(=O)COC(=O)c1ccc(OCC(=O)Nc2ccccc2OC)c(OC)c1	-13.1%	-5.5%	-9.2%	18.8	-2.0%	2.1	nt
COc1cc2c(cc1NC(=O)C(C)OC(=O)c1ccc(S(=O)(=O)Nc3ccccc3Cl)cc1)oc1ccccc12 (stereo not drawn)	5.22µM*	0.0%	-46.8%	31.3*	5.5%	24.1*	?
